Screening results (PubChem)
UPR CHOP act = apoptotic UPR (CHOP) activation; activation, % at 10 µM; hit rate 0.34% among 330,000; CHO-CHOP luciferase reporter, luminescence; percent of tunicamycin response over DMSO baseline;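 active = at 10 µM dose, activation of 40% or more, normalized to positive control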;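 also: 100% = tunicamycin at 10 µg/mL and 0% = DMSO alone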
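Evaluation: % reporter activation, DMSO baseline versus tunicamycin full activation; System: CHO-CHOP luciferase reporter cell line; Input: 500 cells/well; Incubation: 6 h compound treatment, 37 °C; Measured by: Steady-Glo luciferase luminescence; Dosing: one dose, 10 µM in 0.5% DMSO; Buffer or medium: F12 medium, 10% FBS; Benchmarks: positive tunicamycin 10 µg/mL, negative DMSO alone.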
XBP1 UPR activ = adaptive UPR (XBP1) activation; activation, % at 20 µM; AID 463104; CHO-XBP1 luciferase reporter, IRE1-XBP1 UPR activation, luminescence; percent of tunicamycin response, DMSO as zero; hit rate 0.33% among 330,000;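 active = versus positive control, 20 µM dose yields 30% or more activation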;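 also: 100% = tunicamycin at 10 µg/mL and 0% = DMSO only wells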
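Material: IRE1-XBP1 luciferase reporter CHO line / Quantity: one thousand reporter cells per well / Buffer or medium: F12 with 10% serum / Compound: 20 µM single concentration, DMSO 1% / Times: 6 h treatment, 37 °C / Detection: Steady-Glo luciferase glow luminescence, 10 min after reagent addition / Benchmarks: tunicamycin high, DMSO low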
tim10-1 inh = growth inhibitors of tim10-1 mutant yeast; S. cerevisiae tim10-1 ts strain growth, BacTiter-Glo, 24 h; inhibition, % at 20 µM; hit rate 2.2% among 330,000; AID 463190;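 active = inhibition of at least 40%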;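 also: mutant grown at 25 °C; 0% = DMSO wells with yeast and 100% = wells holding no yeast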
tim23-1 inh = growth inhibitors of tim23-1 mutant yeast. S. cerevisiae tim23-1 growth, BacTiter-Glo luminescence, 24 h. inhibition, % at 20 µM. hit rate 1.3% among 330,000. AID 463212;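 active = growth inhibition of the mutant yeast at or above 50%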;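 also: temperature-sensitive mutant grown at 25 °C; plate controls were DMSO-treated mutant yeast for no effect and medium wells lacking yeast for full effect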
Mdm2-MdmX inh = human Mdm2/MdmX binding inhibition; O15151+Q00987; SaOS-2 split-luciferase Mdm2/MdmX complementation, luminescence; inhibition, % at 8 µM; hit rate 3% among 330,000; AID 485346;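 active = inhibition of at least 50% at 8 µM in the primary screen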
Target sequence (O15151 whole entry, looked up): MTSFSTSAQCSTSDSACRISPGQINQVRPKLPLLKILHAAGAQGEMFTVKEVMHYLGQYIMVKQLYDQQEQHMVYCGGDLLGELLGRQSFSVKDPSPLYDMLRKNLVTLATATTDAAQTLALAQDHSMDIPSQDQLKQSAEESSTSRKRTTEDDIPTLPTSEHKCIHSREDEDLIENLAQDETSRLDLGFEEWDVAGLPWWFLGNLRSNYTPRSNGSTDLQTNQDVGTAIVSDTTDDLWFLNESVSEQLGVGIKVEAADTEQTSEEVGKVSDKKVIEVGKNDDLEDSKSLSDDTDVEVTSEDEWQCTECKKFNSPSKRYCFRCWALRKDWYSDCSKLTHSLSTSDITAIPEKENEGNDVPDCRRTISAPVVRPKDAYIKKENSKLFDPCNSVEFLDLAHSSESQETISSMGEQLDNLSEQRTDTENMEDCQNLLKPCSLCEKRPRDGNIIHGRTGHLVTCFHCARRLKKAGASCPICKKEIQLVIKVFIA
Target sequence (Q00987 whole entry, looked up): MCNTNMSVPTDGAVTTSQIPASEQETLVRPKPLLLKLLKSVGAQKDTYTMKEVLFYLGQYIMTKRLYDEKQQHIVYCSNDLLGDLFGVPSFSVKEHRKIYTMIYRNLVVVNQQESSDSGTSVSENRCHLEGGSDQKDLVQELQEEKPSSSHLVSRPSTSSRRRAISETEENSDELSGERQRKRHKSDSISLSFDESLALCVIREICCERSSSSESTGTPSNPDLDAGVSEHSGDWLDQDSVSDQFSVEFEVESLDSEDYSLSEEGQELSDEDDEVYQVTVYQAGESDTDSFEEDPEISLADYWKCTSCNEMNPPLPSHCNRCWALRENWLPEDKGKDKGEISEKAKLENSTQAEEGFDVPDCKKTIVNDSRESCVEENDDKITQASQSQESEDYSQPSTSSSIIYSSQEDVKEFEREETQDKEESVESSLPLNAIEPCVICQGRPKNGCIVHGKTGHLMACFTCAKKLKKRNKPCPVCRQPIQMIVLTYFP
TIM10 inh = growth inhibitors of TIM10 yeast strain. S. cerevisiae TIM10 strain growth, BacTiter-Glo luminescence, 24 h. inhibition, % at 10 µM. hit rate 1.4% among 330,000. AID 463195;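 active = inhibition of 40% or more at the single tested concentration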;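 also: wild-type TIM10 isogenic control strain grown at permissive 25 °C; 0% = DMSO yeast wells and 100% = minimal medium wells without yeast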
Jurkat NFkB inh = lowers PMA/ionomycin-induced NF-kB signal in Jurkat cells | AID 435003 | hit rate 0.53% among 330,000 | inhibition, % at 4 µM | PMA/ionomycin-induced NF-kB luciferase reporter, luminescence; in the data active = inhibition above about 50%
697 NFkB inh = inhibitors of the PMA/ionomycin-induced NF-kB reporter in 697 B cells; hit rate 0.33% among 330,000; inhibition, % at 4 µM; 697 B-cell NF-kB luciferase reporter, 16 h; in the data active = inhibition above about 35%
* marks the source's active call; other numbers are inactive results. Random draw from the library; about 6.6% have a hit in one of these screens.

SMILES	UPR CHOP act	XBP1 UPR activ	tim10-1 inh	tim23-1 inh	Mdm2-MdmX inh	TIM10 inh	Jurkat NFkB inh	697 NFkB inh
O=C(NC1CCN(C(=O)NCc2ccccc2)CC1)c1ccc(F)cc1	2.2	2	-2	1	11	-5	19	7
O=C(Nc1ccc2c(c1)OCO2)C1CCN(C(=O)c2ccc(Cl)cc2)CC1	1.1	-5	-5	4	-1	-13	-3	0
CS(=O)(=O)c1ccc(NCCc2ccc(S(N)(=O)=O)cc2)c([N+](=O)[O-])c1	2.0	-7	18	3	3	-11	-10	14
CC(=O)NC12CC3CC(C1)CC(C(=O)N1CCN(S(=O)(=O)c4cccc(F)c4)CC1)(C3)C2	1.5	-5	-10	2	20	-1	14	14
Cc1cc2c(Nc3ccc(C(=O)O)cc3)ncnc2s1	2.4	2	-4	3	9	7	-9	-10
Nc1c(C(=O)c2cccs2)oc2ccccc12	4.2	6	18	40	-38	27	-12	1
Cc1cc(NC(=O)CSc2nnc(-c3ccoc3C)o2)no1	0.2	0	-2	9	-21	-3	8	2
O=C(CN1CCN(Cc2ccccc2)CC1)N/N=C/c1ccccc1F	3.0	1	1	5	12	10	-1	13
COC(=O)C1=C(C)OC(N)=C(C#N)C1c1ccc(OC)c(OC)c1OC (stereo not drawn)	-2.6	2	10	10	29	12	-1	13
Cc1cc(C)c(OCC(=O)Nc2nnn(C)n2)c(Br)c1	2.3	-1	11	4	-17	27	-8	-15
CC1=CC(C/C(C)=C/COc2ccc3ccc(=O)oc3c2)OC1=O (stereo not drawn)	2.4	0	25	22	-8	12	-15	9
COc1ccc(NC(=O)C2CCN(S(=O)(=O)c3cccc4cccnc34)CC2)cc1OC	0.6	0	-5	-3	-8	4	-8	-7
CN1CCN(C(=O)CNC(=O)C23CC4CC(CC(C4)C2)C3)CC1	-0.6	-1	5	9	12	3	5	6
CSc1ccccc1NC(=O)Cn1nnc(-c2ccc(S(C)(=O)=O)cc2)n1	-0.3	-1	3	-1	43	-1	6	-1
COCCCn1c(SCC(=O)N2CCOCC2)nnc1-c1ccco1	1.1	-7	-8	-7	12	0	-5	13
CCS(=O)(=O)N1CCN=C1SCc1cccc(F)c1	1.9	-6	1	-6	11	-12	-6	9
CCOC(=O)C(C)NC(=O)Cn1ncc2c(=O)oc3ccc(C)cc3c21 (stereo not drawn)	1.1	0	15	4	1	3	0	16
CN(Cc1ccccc1NS(=O)(=O)c1ccc(Cl)cc1)C1CCCCC1	0.9	0	32	33	-31	28	-15	-69
O=C1/C(=C/c2ccncc2)SC(=S)N1C1CCS(=O)(=O)C1 (stereo not drawn)	8.3	-5	34	33	40	32	13	21
Cc1nc2scc(-c3ccccc3)c2c(=O)n1/N=C/c1ccco1	1.6	2	33	38	2	24	11	1
C/C(=N\n1cnnc1)c1ccc(C#N)cc1	-1.1	3	13	-14	2	-10	2	5
Cc1nc(NC(=S)NC(=O)c2cccs2)ccc1Br	3.5	2	2	12	-148	11	-45	-69
COc1ccc(CNC(=O)CCn2cccc2)cc1	-1.2	1	9	6	28	-6	-12	1
O=C(CCn1c(=O)[nH]c2ccsc2c1=O)Nc1ccc(F)c(F)c1	1.5	1	4	1	-7	-16	3	-31
CCOc1ccc(-c2nonc2NC(=O)c2ccco2)cc1OCC	1.8	-1	23	26	3	-2	-11	-51

Reprinted at random: 3 records from the list
SMILES	UPR CHOP act	XBP1 UPR activ	tim10-1 inh	tim23-1 inh	Mdm2-MdmX inh	TIM10 inh	Jurkat NFkB inh	697 NFkB inh
COc1ccc(CNC(=O)CCn2cccc2)cc1	-1.2	1	9	6	28	-6	-12	1
CSc1ccccc1NC(=O)Cn1nnc(-c2ccc(S(C)(=O)=O)cc2)n1	-0.3	-1	3	-1	43	-1	6	-1
CN(Cc1ccccc1NS(=O)(=O)c1ccc(Cl)cc1)C1CCCCC1	0.9	0	32	33	-31	28	-15	-69

Single values from the entries so far.
O=C(NC1CCN(C(=O)NCc2ccccc2)CC1)c1ccc(F)cc1 – XBP1 UPR activ = 2
CSc1ccccc1NC(=O)Cn1nnc(-c2ccc(S(C)(=O)=O)cc2)n1 – 697 NFkB inh = -1
COc1ccc(NC(=O)C2CCN(S(=O)(=O)c3cccc4cccnc34)CC2)cc1OC – XBP1 UPR activ = 0
CN(Cc1ccccc1NS(=O)(=O)c1ccc(Cl)cc1)C1CCCCC1 – tim23-1 inh = 33
Cc1nc(NC(=S)NC(=O)c2cccs2)ccc1Br – Mdm2-MdmX inh = -148

Remaining list, next part.
SMILES	UPR CHOP act	XBP1 UPR activ	tim10-1 inh	tim23-1 inh	Mdm2-MdmX inh	TIM10 inh	Jurkat NFkB inh	697 NFkB inh
CCOC(=O)c1cc(-c2ccccc2C)n(CC2CC(c3cccc([N+](=O)[O-])c3)=NO2)n1 (stereo not drawn)	-0.2	-5	31	12	41	3	12	2
COc1ccc2oc(C(=O)Nc3nc4ccc(S(C)(=O)=O)cc4s3)c(C)c2c1	4.8	4	12	9	10	14	6	4
Cc1ccccc1C(=O)Nc1nnc(CC(=O)N/N=C/c2cn(Cc3ccccc3)c3ccccc23)s1	1.5	-3	4	-11	34	-18	-2	13
O=C(CCN1C(=O)/C(=C/c2ccccc2Cl)SC1=S)NC1C=CS(=O)(=O)C1 (stereo not drawn)	3.6	-10	6	-5	46	1	6	-19
Cc1cc(NC(=O)Nc2cccc([N+](=O)[O-])c2)no1	1.1	1	0	16	13	-1	-8	5
CCn1cc([N+](=O)[O-])c(C(=O)N2N=C(c3ccc(OC)cc3OC)CC2c2ccccc2O)n1 (stereo not drawn)	3.7	4	15	10	15	24	16	12
CCOC(=O)C1CCCN(C(=O)c2cc3c(OC)c(OC)c(OC)cc3[nH]2)C1 (stereo not drawn)	0.4	0	1	8	24	-14	2	13
CCc1ccc(NC(=O)CNS(=O)(=O)c2c(C)noc2C)cc1	-1.9	-5	0	3	17	-10	15	4
COCCn1c(N)c(N(Cc2ccccc2)C(=O)CN2C(=O)NC(C)(c3ccccc3)C2=O)c(=O)[nH]c1=O (stereo not drawn)	-0.3	-2	5	1	14	-5	8	28
Cc1ccccc1-n1cnnc1SCC(=O)Nc1cccnc1Cl	1.2	-2	12	8	-10	-15	2	18
O=C(NCCCN1CCN(c2ccccc2)CC1)C1CCCN(c2ncnc3c2nc2n3CCCCC2)C1 (stereo not drawn)	-0.4	-3	2	10	28	2	-1	-22
Cc1ccc(C(=O)N/C(=C\c2cccs2)C(=O)N2CCCCCC2)cc1	2.3	0	29	36	4	19	-10	-13
Cc1ccc(-c2nnn(CC(=O)N3c4ccccc4CCc4ccccc43)n2)cc1	0.9	-2	0	-73	12	-16	4	-2
C#CCn1c2ccccc2c2nc3ccccc3nc21	4.1	3	-15	-16	-3	2	-31	-44
CN(CCCN1CCCCC1)C(=O)c1cc(COc2ccc(F)cc2F)on1	0.3	-5	11	15	25	-1	-8	-16
CC12CN3CCN(CC(C3)/C1=N\N=C1/C3CN4CCN(C3)CC1(C)C4)C2	-1.2	2	9	6	41	7	-2	2
CC(=O)NNC(=O)c1csc(-c2csc(C)n2)n1	0.0	0	-8	-15	-13	6	6	17
CC(=O)c1ccc(NC(=S)N2CCN(c3ccccn3)CC2)cc1	-1.6	-4	10	11	23	-6	-10	-5
COc1ccc(NS(=O)(=O)c2ccc(OC)c(NC(=O)CNC(=O)c3ccc(OC)cc3)c2)cc1	-0.9	-5	-1	-2	5	-1	7	8
COCC(C)Nc1nc(C)c(C(C)=O)s1 (stereo not drawn)	2.0	-2	-6	2	-5	2	-8	1
Cc1cccc(N2CCN(S(=O)(=O)c3ccc4c(c3)CCN4C(=O)CCC(=O)O)CC2)c1C	0.6	-3	5	5	22	20	6	19
Cc1nc(SCc2ccc(F)cc2)c([N+](=O)[O-])[nH]1	6.1	-2	9	-5	3	-7	3	7
COc1ccc(CCN2C(=O)CS/C2=N\NC(=O)c2cccs2)cc1OC	-0.4	0	6	1	-19	9	-7	9
CC(C)CN(C(=O)COC(=O)Cc1cccc2ccccc12)c1c(N)n(Cc2ccccc2)c(=O)[nH]c1=O	3.3	-4	-15	-13	18	5	-10	10
O=C(N/N=C/c1cccnc1)c1cc(-c2ccccc2OCc2ccccc2)n[nH]1	1.9	2	34	35	22	24	22	35*

Record cards, as listed above. Order of screens: UPR CHOP act | XBP1 UPR activ | tim10-1 inh | tim23-1 inh | Mdm2-MdmX inh | TIM10 inh | Jurkat NFkB inh | 697 NFkB inh
Listed for CC12CN3CCN(CC(C3)/C1=N\N=C1/C3CN4CCN(C3)CC1(C)C4)C2 → -1.2 | 2 | 9 | 6 | 41 | 7 | -2 | 2
Listed for CC(=O)c1ccc(NC(=S)N2CCN(c3ccccn3)CC2)cc1 → -1.6 | -4 | 10 | 11 | 23 | -6 | -10 | -5
Listed for O=C(NCCCN1CCN(c2ccccc2)CC1)C1CCCN(c2ncnc3c2nc2n3CCCCC2)C1 (stereo not drawn) → -0.4 | -3 | 2 | 10 | 28 | 2 | -1 | -22
Listed for Cc1nc(SCc2ccc(F)cc2)c([N+](=O)[O-])[nH]1 → 6.1 | -2 | 9 | -5 | 3 | -7 | 3 | 7
Listed for CC(=O)NNC(=O)c1csc(-c2csc(C)n2)n1 → 0.0 | 0 | -8 | -15 | -13 | 6 | 6 | 17

697 NFkB inh, entries above that show a hit.
compound	XBP1 UPR activ	Mdm2-MdmX inh	Jurkat NFkB inh	697 NFkB inh
O=C(N/N=C/c1cccnc1)c1cc(-c2ccccc2OCc2ccccc2)n[nH]1	2	22	22	35*

New compounds follow
SMILES	UPR CHOP act	XBP1 UPR activ	tim10-1 inh	tim23-1 inh	Mdm2-MdmX inh	TIM10 inh	Jurkat NFkB inh	697 NFkB inh
Cc1ccccc1NC(=O)c1ccccc1-c1ccccc1	-1.2	-3	16	6	-5	-7	-3	6
COc1ccccc1C(=O)NN1C(=O)C2C3C=CC(O3)C2C1=O (stereo not drawn)	0.4	-3	-2	-10	15	-10	26	0
O=C(Nc1nc2c(ccc3ccccc32)s1)c1ccco1	3.4	2	51*	57*	-96	66*	-33	-101
CCN(CC)c1ccc(C(=S)NCc2ccccc2)cc1	0.3	0	0	12	-6	8	-5	12
O=C(NCCNC(=O)c1ccc(Br)o1)c1cccnc1	-0.2	-3	4	10	22	10	1	-5
COC/C=C/C1=CC2=CC(=O)C(C)(OC(=O)c3cnc4ccccc4n3)C(=O)C2=CN1Cc1ccco1 (stereo not drawn)	0.5	-2	1	0	-7	10	-9	14
O=C(CC1SC(N2CCOCC2)=NC1=O)Nc1cccc(C(F)(F)F)c1 (stereo not drawn)	0.7	6	6	12	10	2	0	-1
CCOc1cc2c(Cl)ncnc2c(OCC)c1OCC	-1.4	-1	19	5	14	-7	4	11
COc1cc(/C=N/NC(=O)C(NC(=O)c2ccccc2)c2n[nH]c(=O)c3ccccc23)ccc1OCC(N)=O (stereo not drawn)	-0.3	-4	4	-7	16	9	1	-28
O=C(CCCC(=O)N(CC(=O)NC1CCCC1)Cc1ccc2c(c1)OCO2)Nc1ccccn1	-4.9	0	2	6	21	-20	15	14
CCCN(CCC)S(=O)(=O)c1ccc(C(=O)Nc2nc3c(s2)CCc2ccccc2-3)cc1	16	14	2	14	-8	2	13	-64
COc1cccc(CN(C)C(=O)C23CC4CC(CC(C4)C2)C3)c1	-3.0	-4	17	38	-10	19	-36	-35
COc1cc(NS(=O)(=O)c2ccc(NC(=O)NC3CCCCC3)cc2)nc(OC)n1	0.5	0	13	4	-2	3	1	19
